High-throughput results: PubChem, Broad Institute
Cneo AK release – Cryptococcus neoformans lysis via adenylate kinase release; C. neoformans lysis, adenylate kinase release luminescence, 4 h; normalised: neutral wells 0, clomiphene wells 100; lysis activity, % at 15 µM; 0.2% of 360,000 active; AID 651654;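 active means mean lysis activity across replicates of at least 80%, whatever share of replicates individually reach that level; inactive means mean lysis activity below 80%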
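Signal: Adenylate kinase release luminescence | Assay system: Log-phase Cryptococcus neoformans yeast cells | Input: Cells at 5 × 10^6 per mL | Buffer or medium: Fresh YPD growth medium | Compound: Single dose | Schedule: Static 4 h at 37 °C with compound, 1 h detection | Controls: Clomiphene | Read-out: Luminescence rise reflecting yeast cell lysis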
ERp5 block – blocks human ERp5 reductase activity on insulin. 0.05% of 350,000 active. AID 651711. inhibition, % at 9.99 µM. Q15084. ERp5 insulin aggregation, absorbance 650 nm, 90 min;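 active means mean replicate inhibition above about 25%, with every replicate also reaching it, limit read from the data, passing the limit was not always enough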
Target sequence (Q15084 whole entry, looked up): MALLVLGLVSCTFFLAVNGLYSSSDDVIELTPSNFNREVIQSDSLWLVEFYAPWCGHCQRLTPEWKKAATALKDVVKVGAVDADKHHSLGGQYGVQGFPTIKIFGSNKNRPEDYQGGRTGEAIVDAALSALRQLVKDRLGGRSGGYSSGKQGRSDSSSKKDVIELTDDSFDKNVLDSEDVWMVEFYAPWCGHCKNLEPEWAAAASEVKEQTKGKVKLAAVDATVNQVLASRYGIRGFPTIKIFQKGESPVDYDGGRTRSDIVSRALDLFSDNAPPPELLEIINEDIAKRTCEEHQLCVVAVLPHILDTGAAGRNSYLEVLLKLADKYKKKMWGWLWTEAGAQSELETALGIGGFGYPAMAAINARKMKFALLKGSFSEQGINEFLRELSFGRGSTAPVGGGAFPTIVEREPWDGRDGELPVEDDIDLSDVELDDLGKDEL
Statin myotox sup – suppressors of simvastatin-induced myotoxicity in C2C12 myotubes | 0.78% of 330,000 active | rescue of ATP level, % at 7.49 µM | ATP luminescence, 48 h; scaled: DMSO 0, geranylgeraniol control 100;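 active means mean ATP rescue above about 67%, or every replicate alone reaching that limit, limit read from the data, passing the limit was not always enough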;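 further: myotubes were challenged with 10 µM simvastatin during compound exposure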
ARNT TACC3 PPI – ARNT/TACC3 interaction disruption | AlphaScreen His-ARNT PAS-B/GST-TACC3 binding, luminescence; TACC3 fragment carries E629A point mutation | inhibition, % at 9.99 µM | Q9Y6A5 | 0.66% of 390,000 active | AID 623870;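 active means mean inhibition of replicates at least 50% and at least half of replicates each reaching 50%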;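 further: 0% = complete ARNT plus TACC3 wells and 100% = ARNT alone without TACC3; many hits fall short of the cut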
SIRT5 inh – sirtuin-5 (human) deacylase inhibition; Purified SirT5, succinyl-peptide AMC, trypsin-coupled fluorescence; AID 652115; inhibition, % at 15 µM; Q9NXA8; 1.1% of 330,000 active; in the data active means inhibition above about 15%
Target sequence (Q9NXA8 whole entry, looked up): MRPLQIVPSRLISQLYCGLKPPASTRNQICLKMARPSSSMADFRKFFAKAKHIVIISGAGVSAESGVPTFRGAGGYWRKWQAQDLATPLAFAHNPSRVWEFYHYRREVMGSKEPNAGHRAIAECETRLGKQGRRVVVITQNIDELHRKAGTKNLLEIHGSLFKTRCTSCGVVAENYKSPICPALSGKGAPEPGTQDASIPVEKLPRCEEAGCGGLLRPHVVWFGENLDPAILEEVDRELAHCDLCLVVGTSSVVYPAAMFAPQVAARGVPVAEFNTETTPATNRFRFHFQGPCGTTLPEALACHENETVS
esBAF inh – blocks esBAF chromatin remodeling in mouse ES cells | Bmi1-luciferase knock-in reporter, 24 h; 100% = twice the neutral-well signal | reporter increase, % at 12.5 µM | 2% of 350,000 active | AID 602393; in the data active means activation above about 40%;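 further: 0% = median of the plate's neutral control wells and 100% = double that signal; a rise in the Bmi1 reporter signal indicates esBAF inhibition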
miR-122 sensor – inhibitors of miR-122 in Huh7 cells; Huh7 miR-122 Renilla luciferase sensor, 48 h; neutral wells = 0, positive control = 100; activation (reporter increase), % at 12.5 µM; 0.3% of 340,000 active; AID 602342;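 active means mean replicate activation score at least 90 and every replicate individually at or above 90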;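 further: higher luciferase means less miR-122 activity so hits act as miR-122 inhibitors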
Numbers without * were called inactive; . = not tested or not shown; & = joins results of further samples; [ ] = dose if it differs, or a comment.

SMILES | Cneo AK release | ERp5 block | Statin myotox sup | ARNT TACC3 PPI | SIRT5 inh | esBAF inh | miR-122 sensor
O=C1CC2(CCCCC2)Oc2ccc(Cl)cc21 | 2.4 | -0.3 | 2.5 | . | . | -6.4 | .
CCCOc1ccc(F)cc1-c1cc(C(=O)NCc2ccccc2OC)[nH]n1 | 0.4 | 1.5 | -1.6 | . | -0.5 | -8.3 | -1.6
COc1cccc(C(NC(C)=O)c2nc(-c3ccc(C)c(C)c3)cs2)c1 (stereo unspecified) | -2.1 | 4.3 | 0.5 | . | -2.3 | 0.3 | -0.8
COCCNC(=O)C(c1ccccc1C)N(C(=O)Cn1nnc2ccccc21)c1cccnc1 (stereo unspecified) | 0.1 | . | . | -2.3 | . | -7.1 | -1.1
O=c1oc2ccccc2cc1-c1nnc(-c2cccc(Br)c2)o1 | -3.3 | . | -6.3 | 1.6 | . | 24.0 | 2.5
COc1ccc(Br)cc1CN1CCN(C(=O)c2ccc(F)cc2)CC1 | 1.0 | -3.5 | . | 2.9 | -2.9 | . | .
CNC[C@H]1OCc2ccccc2-c2ccccc2C(=O)N([C@@H](C)CO)C[C@H]1C | -1.1 | 6.6&2.5 | 11.4 | . | 0.3 | 1.0 | -1.6
Cc1nn(C)c(Oc2ccccc2)c1CCNS(=O)(=O)c1ccc(Cl)cc1 | 0.2 | . | 5.6 | 0.6 | . | -7.1 | 70.3
CCCCn1c(N)c(N(CCOC)C(=O)C2CCN(C(=O)c3ccc(Cl)cc3)CC2)c(=O)[nH]c1=O | 10.8 | 0.8 | -14.1 | 7.6 | -2.0 | . | 0.5
OCC(CBr)(CBr)CBr | -2.7 | 1.1 | 2.1 | . | . | 10.5 | 0.9
CC(=O)N(C)C[C@H]1Oc2ncc(/C=C/c3ccccc3)cc2C(=O)N([C@@H](C)CO)C[C@H]1C | 1.9 | 1.9 | 2.1 | 3.9 | -10.2 | 5.8 | -1.6[16.7 µM]
CC(C)NC(=O)Nc1ccc2c(c1)C(=O)N([C@@H](C)CO)C[C@H](C)[C@@H](CN(C)CC1CC1)OCCCC[C@H](C)O2 | . | . | -33.9 | . | . | -5.8 | -0.2[16.7 µM]
COc1ccc(C(C(=O)NCc2ccccc2)N(C(=O)c2snc(C(N)=O)c2N)c2ccccc2OC)cc1 (stereo unspecified) | -0.7 | -1.7 | -7.7 | 1.0 | -2.4 | 4.7 | .
C[C@H](CO)N1C[C@H](C)[C@@H](CN(C)C(=O)Nc2cccc(F)c2)Oc2ncc(Br)cc2C1=O | -4.6 | -0.4&5.9 | 14.8 | -4.1 | 0.5&-4.5 | -0.6&-0.3 | -20.7
N#CCC(=O)Nc1ccc(C(=O)N2CCN(S(=O)(=O)c3ccc4ccccc4c3)CC2)cc1 | -0.8 | 0.3 | 20.3 | -9.2 | -3.5 | 4.5 | .
COc1ccc(-c2cnc3c(c2)C(=O)N([C@@H](C)CO)C[C@H](C)[C@@H](CN(C)Cc2ccccc2)O3)cc1 | -4.2 | 4.6 | 35.3 | -5.7 | 3.7 | -2.5 | -8.4[16.7 µM]
C=CCN(C(C(=O)OC)C(C)C)S(=O)(=O)CCNCc1ccccc1 (stereo unspecified) | -0.6 | -4.0 | 55.9 | -7.6 | -2.5 | -7.4 | 2.5
O=S(=O)(CCNCCc1ccccc1)NC1CCCCC1 | -0.2 | 1.5 | 5.6 | 2.0 | -3.9 | 5.7 | 1.9
C[C@@H]1CN([C@H](C)CO)C(=O)c2cc(NS(=O)(=O)c3cn(C)cn3)ccc2O[C@H]1CN(C)Cc1ccc(Oc2ccccc2)cc1 | 1.9 | -4.8 | 1.7 | 0.6 | 1.1 | 4.9 | 0.1[16.7 µM]
Cc1ccnn1CC(=O)N/N=C/c1c[nH]c2ccccc12 | -1.8 | 5.4 | . | -2.7 | 1.6 | . | -1.3

Three entries from above, sorted by the number in ERp5 block, falling:
Compound | ERp5 block
COc1ccc(-c2cnc3c(c2)C(=O)N([C@@H](C)CO)C[C@H](C)[C@@H](CN(C)Cc2ccccc2)O3)cc1 | 4.6
COc1cccc(C(NC(C)=O)c2nc(-c3ccc(C)c(C)c3)cs2)c1 (stereo unspecified) | 4.3
CC(=O)N(C)C[C@H]1Oc2ncc(/C=C/c3ccccc3)cc2C(=O)N([C@@H](C)CO)C[C@H]1C | 1.9

More entries follow:
SMILES | Cneo AK release | ERp5 block | Statin myotox sup | ARNT TACC3 PPI | SIRT5 inh | esBAF inh | miR-122 sensor
Cc1ccccc1S(=O)(=O)NCC[C@H]1CC[C@@H](NC(=O)Nc2cccc(Cl)c2)[C@@H](CO)O1 | -2.1 | 3.1 | -8.5 | -7.5 | 1.3 | 11.9 | -3.8[16.7 µM]
COc1ccc(-n2c(C)cc(/C=C3\C(=O)NN(c4ccccc4)C3=O)c2C)cc1 | 4.1 | . | . | -6.2 | . | . | -2.0
CN(C)C(C(=O)Nc1cc(Cl)cc(Cl)c1)c1ccccc1 (stereo unspecified) | -0.8 | 3.6 | 10.4 | -0.9 | -0.6 | -4.7 | 9.4
Cc1ccc(S(=O)(=O)NCc2ccccc2)cc1C(=O)N1CCN(S(=O)(=O)c2ccccc2F)CC1 | -7.7 | 3.6 | 6.6 | . | . | 6.2 | -1.4
O=C(CCNC(=O)c1ccc(Cl)cc1)NCCC1=CCCCC1 | . | 3.3 | . | -5.9 | -5.7 | . | .
COc1ccc(S(=O)(=O)N(C)C[C@H]2Oc3ccc(NC(=O)Cc4ccccc4)cc3C(=O)N([C@H](C)CO)C[C@@H]2C)cc1 | -1.2&-0.9 | 11.5 | -3.6&-2.7 | -5.8&0.9 | 0.6 | 1.5&3.7 | -3.6[16.7 µM]
O=S(=O)(/N=C(\Sc1ccccc1)c1ccccc1)c1ccc(Cl)cc1 | -4.5 | . | 24.8 | -9.7 | . | -0.6 | -1.0
Cc1cccnc1NC(=O)C(C)N1C(=O)c2ccccc2C1=O (stereo unspecified) | 3.3 | -3.4 | . | -2.1 | 0.7 | . | -1.5
C[C@@H]1CCCCO[C@@H](CN(C)Cc2ccccc2)[C@@H](C)CN([C@H](C)CO)C(=O)c2cc(NC(=O)Nc3ccc(C(F)(F)F)cc3)ccc2O1 | -15.0 | -0.7 | . | -0.2 | -2.2 | -4.9 | -2.0[16.7 µM]
CCc1nnc(NS(=O)(=O)c2ccc(NC(=O)c3ccccc3)cc2)s1 | 4.6 | 8.0 | 11.7 | 25.2 | 6.4 | -4.9 | 18.0
COCCCNC(=O)c1ccc2nc(Cc3ccc(OC)cc3)oc2c1 | -1.6 | 4.2 | 1.2 | 0.1 | -5.1 | 70.6* | -0.6
COC(=O)C1CCCN1S(=O)(=O)c1ccc([N+](=O)[O-])cc1 (stereo unspecified) | -2.2 | -0.8 | -3.5 | -3.5 | 1.7 | -1.9 | -3.9
COc1cccc(/C=N/NC(=O)CNC(=O)c2ccncc2)c1O | -7.1 | 5.3 | -4.6 | 55.7* | -1.7 | -11.8 | -0.9
CN1CCCCN2[C@@H](CO)[C@@H](c3ccc(/C=C/c4ccccc4)cc3)[C@@H]2C1 | -4.1 | -2.2 | 0.7 | 11.7 | -4.1 | 10.4 | -5.8[16.7 µM]
c1csc(-c2csc3nc(CN4CCOCC4)nc(NCc4ccc5c(c4)OCO5)c23)c1 | . | . | . | 10.7 | . | -10.9 | -7.9
O=C(c1cccc(F)c1)N1CCCCN2[C@@H](CO)[C@@H](c3ccc(-c4ccccc4)cc3)[C@@H]2C1 | 2.9 | 1.1 | . | 5.6 | -0.4 | . | -2.6[16.7 µM]
Cc1ccc(CNC(=O)c2ccc(NS(=O)(=O)c3cccs3)cc2)cc1 | 4.4 | 4.5 | 8.3 | 1.5 | 0.1 | -4.2 | .
NC(=O)C1CCN(C(=O)c2cc3ccccc3cc2O)CC1 | 0.0 | -3.1 | 7.3 | -7.0 | -1.0 | -8.0 | .
O=C(NCc1cccc2ccsc12)c1cccs1 | -3.7 | 6.7 | 2.8 | -29.1 | 0.1 | 20.2 | -0.1
CN1[C@H](CO)[C@@H]2c3ccccc3N(C(=O)C3CCOCC3)C[C@@H]21 | -2.0 | 3.6 | 1.0 | -6.5 | -1.7 | -2.9 | -25.0[16.7 µM]

Entries above with an NH in an aromatic ring:
SMILES | Cneo AK release | ERp5 block | Statin myotox sup | ARNT TACC3 PPI | SIRT5 inh | esBAF inh | miR-122 sensor
CCCOc1ccc(F)cc1-c1cc(C(=O)NCc2ccccc2OC)[nH]n1 | 0.4 | 1.5 | -1.6 | . | -0.5 | -8.3 | -1.6
CCCCn1c(N)c(N(CCOC)C(=O)C2CCN(C(=O)c3ccc(Cl)cc3)CC2)c(=O)[nH]c1=O | 10.8 | 0.8 | -14.1 | 7.6 | -2.0 | . | 0.5
Cc1ccnn1CC(=O)N/N=C/c1c[nH]c2ccccc12 | -1.8 | 5.4 | . | -2.7 | 1.6 | . | -1.3

Next results follow:
SMILES | Cneo AK release | ERp5 block | Statin myotox sup | ARNT TACC3 PPI | SIRT5 inh | esBAF inh | miR-122 sensor
CO[C@@H]1CN(C)C(=O)c2cc(NC(=O)Nc3ccccc3)ccc2OC[C@@H](C)N(C(C)=O)C[C@@H]1C | 4.2 | 2.9 | -6.8 | -5.3 | 4.1 | 2.6 | -10.1[16.7 µM]
C[C@H](CO)N1C[C@H](C)[C@@H](CN(C)C(=O)Nc2ccc(F)cc2)Oc2ccc(NC(=O)CCCCCC(=O)Nc3ccccc3N)cc2CC1=O | . | -0.6 | -4.1 | . | 1.7 | 1.2 | -0.1[16.7 µM]
COc1ccc(NC(=O)c2cccc3c(-c4cccnc4)coc23)cc1 | -2.4 | -2.1 | 7.1 | . | -5.5 | 5.5 | 15.0
O=C(CN1CCCCCC1)Nc1ccccc1Oc1ccccc1 | 1.1 | 3.5 | 4.7 | -6.4 | -3.8 | -0.9 | -5.7
O=C(c1ccco1)c1cn(CC(=O)N2CCCc3ccccc32)c2ccccc12 | . | . | 12.6 | -6.1 | . | 3.3 | 3.2
Cc1ccc(/C=C2\SC(=S)N(c3cccnc3)C2=O)o1 | . | 10.4 | 6.3 | 19.9 | 8.2 | 4.5 | -10.0
CC1CC(C)CN(CC(=O)N2CCOCC2)C1 (stereo unspecified) | . | 2.6 | 0.4 | -3.2 | 0.2 | -7.8 | -5.0
COc1ccc(CNC(=O)C2CCN(S(=O)(=O)c3ccccc3)CC2)cc1 | 2.3 | 0.7 | . | . | 1.4 | . | -7.5
CCOC(=O)C1=C(COC(=O)/C=C/c2cccc(OC)c2)NC(=O)NC1C (stereo unspecified) | -0.7 | -6.1 | . | 23.3 | -4.1 | . | .
O=C1C2C3C=CC(C3)C2C(=O)N1CCc1ccccc1 (stereo unspecified) | . | . | 29.8 | -2.5 | . | 4.8 | -1.5
COc1ccc(C(=O)CSc2n[nH]c(N)n2)cc1 | -0.8 | . | -1.9 | -4.4 | . | -7.2 | -5.4
O=C(NNc1c(F)c(F)cc(F)c1F)C1CCN(S(=O)(=O)c2ccccc2F)CC1 | 1.0 | 1.3 | -2.2 | -1.3 | -3.0 | 0.0 | .
CCN1CCN(CCCNC(=O)c2ccc3c(c2)N(Cc2ccc(C)cc2)CCS3)CC1 | 6.0 | . | -2.1 | 14.1 | . | -7.3 | 1.2
O=S(=O)(Nc1c(O)ccc2ccccc12)c1ccc(F)cc1 | . | -8.5 | . | 6.0 | -1.5 | . | .
Cc1cnc(C2OCCO2)c2cccc(N)c12 | 0.0 | 5.7 | 2.5 | . | -2.6 | -1.8 | -14.5
CN(Cc1cccs1)C(=O)CCNS(=O)(=O)c1ccc(Br)cc1 | 2.2 | 11.4 | 16.3 | -3.3 | 8.5 | 1.3 | -3.5
CC[C@@H]1CCCCc2ccccc2[C@@H](C(=O)C[C@H](O)CC(C)=O)OC1=O | -0.8 | -3.0 | -9.0 | 0.1 | -4.4 | 1.2 | -0.2
CCCCc1cc(-c2n[nH]c(=S)o2)c2ccccc2n1 | 0.6 | -1.0 | 5.3 | -7.4 | -3.1 | -3.6 | -8.1
C[C@H](CO)N1C[C@H](C)[C@@H](CN(C)C(=O)Nc2ccc(F)cc2)Oc2ccc(NC(=O)Nc3ccc4c(c3)OCO4)cc2CC1=O | 5.1 | . | -17.9 | 11.2 | . | 14.4 | 4.5[16.7 µM]
O=C(CCCCCNC(=O)N1CCn2c1nc1ccccc12)NCc1ccc(Cl)cc1 | -2.2 | -1.4 | 27.7 | 7.9 | -1.7 | -1.9 | -3.0
